# thrombin 1536: inhibitors of human thrombin; P00734; alpha-thrombin, Boc-VPR-AMC fluorogenic substrate cleavage; inhibition, % at 5 µM; 0.26% of 220,000 active;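 active means inhibition at or above 40%; inactive means inhibition below 40%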;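 further: 0% = enzyme with no compound and 100% = wells without enzyme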
#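 System: Human alpha-thrombin protein | Medium: pH 7.5 Tris (50 mM) with NaCl 150 mM, Tween 20 0.05% | Times: Enzyme reaction carried out at room temperature | Detection: AMC fluorescence, 355/460 nm | Evaluation: Percent inhibition scaled between no-compound controls and no-enzyme blanks | Benchmarks: Enzyme without compound as high, wells lacking enzyme as low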
# Rad51 HR inh: Rad51 (human) homologous recombination inhibition | hRad51 DNA strand exchange, fluorescence dequenching | inhibition, % at 10 µM | 0.085% of 200,000 active | Q06609;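 active means inhibition above 40% at the single screening dose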;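 further: 0% = DMSO control wells and 100% = blanks with heterologous ssDNA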
#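 System: hRad51 filaments on single-stranded DNA; reagent: Fluorescein- and BHQ1-tagged 47-mer duplex; compound dosing: one concentration, 10 µM final; timing: filaments 15 min 37 °C, then compound 30 min; measured by: fluorescein emission 520 nm, excitation 485 nm; benchmarks: per-plate controls and blanks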
# p47phox inh: inhibitors of human p47phox binding; P14598; 0.53% of 220,000 active; inhibition, % at 24.7 µM; p47phox/p22phox peptide binding, fluorescence polarization, 2 h; AID 1274;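 further: 0% = p47phox with labelled peptide and 100% = labelled peptide alone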
# Furin inhibitor: inhibitors of human furin; inhibition, % at 30 µM; purified furin, fluorogenic substrate cleavage; 0.061% of 220,000 active; in the data active means inhibition above about 25%; further: inactives centre near -15
# 14-3-3 Bad PPI: disrupts binding of bovine 14-3-3 zeta to phospho-Bad peptide; 0.71% of 220,000 active; inhibition, % at 21.7 µM; TR-FRET 14-3-3zeta/Dy647-pBad peptide displacement, 1 h; P63103;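 active means inhibition above about 70%, limit read from the data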;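 further: 0% = full 14-3-3 plus peptide FRET controls and 100% = background without 14-3-3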
# KCC2 mod: modulators of human KCC2 chloride dependent transport. KCC2 cells, thallium flux FluoZin-2 fluorescence. B-score of Tl+ flux slope (higher = more flux/activation; lower = inhibition) at 10 µM. 2.2% of 190,000 active;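 active means thallium flux slope and its plate-corrected score both differing from the plate sample mean at a set confidence after two filtering rounds, in either direction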;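 further: slope of fluorescence scaled to starting intensity during 10 to 20 s after thallium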
# hK5 inh: inhibitors of human kallikrein 5; 0.59% of 210,000 active; Q9Y337; recombinant hK5, fluorogenic AMC substrate cleavage; inhibition, % at 5 µM;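 active means inhibition of 40% or more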;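 further: 0% = enzyme controls without compound and 100% = no-enzyme blanks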
# EBV gp42 block: inhibitors of Epstein-Barr virus glycoprotein 42; Q1HVG2; Fluorescence polarization binding assay, mP read-out; inhibition, % (tested at 21.74 µM); 0.42% of 220,000 active; AID 1085; in the data active means inhibition above about 50%
# eIF4E 4G PPI: eIF4E/eIF4G interaction inhibition in translation initiation; P63073+Q04637; TR-FRET eIF4E-eIF4GI(517-606) binding, 2 h; inhibition, % at 21.7 µM; 0.37% of 220,000 active;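 further: 0% = full FRET control wells and 100% = background wells lacking eIF4GI fragment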
# Target sequence (P63073 whole entry, looked up, the tested form may be a part): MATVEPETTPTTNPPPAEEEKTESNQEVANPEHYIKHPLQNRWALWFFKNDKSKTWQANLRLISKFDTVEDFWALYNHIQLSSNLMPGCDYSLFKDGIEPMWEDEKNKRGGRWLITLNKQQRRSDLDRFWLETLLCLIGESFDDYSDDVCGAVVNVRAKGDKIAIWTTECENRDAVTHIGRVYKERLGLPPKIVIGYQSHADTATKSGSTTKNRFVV
# Target sequence (Q04637 whole entry, looked up, the tested form may be a part): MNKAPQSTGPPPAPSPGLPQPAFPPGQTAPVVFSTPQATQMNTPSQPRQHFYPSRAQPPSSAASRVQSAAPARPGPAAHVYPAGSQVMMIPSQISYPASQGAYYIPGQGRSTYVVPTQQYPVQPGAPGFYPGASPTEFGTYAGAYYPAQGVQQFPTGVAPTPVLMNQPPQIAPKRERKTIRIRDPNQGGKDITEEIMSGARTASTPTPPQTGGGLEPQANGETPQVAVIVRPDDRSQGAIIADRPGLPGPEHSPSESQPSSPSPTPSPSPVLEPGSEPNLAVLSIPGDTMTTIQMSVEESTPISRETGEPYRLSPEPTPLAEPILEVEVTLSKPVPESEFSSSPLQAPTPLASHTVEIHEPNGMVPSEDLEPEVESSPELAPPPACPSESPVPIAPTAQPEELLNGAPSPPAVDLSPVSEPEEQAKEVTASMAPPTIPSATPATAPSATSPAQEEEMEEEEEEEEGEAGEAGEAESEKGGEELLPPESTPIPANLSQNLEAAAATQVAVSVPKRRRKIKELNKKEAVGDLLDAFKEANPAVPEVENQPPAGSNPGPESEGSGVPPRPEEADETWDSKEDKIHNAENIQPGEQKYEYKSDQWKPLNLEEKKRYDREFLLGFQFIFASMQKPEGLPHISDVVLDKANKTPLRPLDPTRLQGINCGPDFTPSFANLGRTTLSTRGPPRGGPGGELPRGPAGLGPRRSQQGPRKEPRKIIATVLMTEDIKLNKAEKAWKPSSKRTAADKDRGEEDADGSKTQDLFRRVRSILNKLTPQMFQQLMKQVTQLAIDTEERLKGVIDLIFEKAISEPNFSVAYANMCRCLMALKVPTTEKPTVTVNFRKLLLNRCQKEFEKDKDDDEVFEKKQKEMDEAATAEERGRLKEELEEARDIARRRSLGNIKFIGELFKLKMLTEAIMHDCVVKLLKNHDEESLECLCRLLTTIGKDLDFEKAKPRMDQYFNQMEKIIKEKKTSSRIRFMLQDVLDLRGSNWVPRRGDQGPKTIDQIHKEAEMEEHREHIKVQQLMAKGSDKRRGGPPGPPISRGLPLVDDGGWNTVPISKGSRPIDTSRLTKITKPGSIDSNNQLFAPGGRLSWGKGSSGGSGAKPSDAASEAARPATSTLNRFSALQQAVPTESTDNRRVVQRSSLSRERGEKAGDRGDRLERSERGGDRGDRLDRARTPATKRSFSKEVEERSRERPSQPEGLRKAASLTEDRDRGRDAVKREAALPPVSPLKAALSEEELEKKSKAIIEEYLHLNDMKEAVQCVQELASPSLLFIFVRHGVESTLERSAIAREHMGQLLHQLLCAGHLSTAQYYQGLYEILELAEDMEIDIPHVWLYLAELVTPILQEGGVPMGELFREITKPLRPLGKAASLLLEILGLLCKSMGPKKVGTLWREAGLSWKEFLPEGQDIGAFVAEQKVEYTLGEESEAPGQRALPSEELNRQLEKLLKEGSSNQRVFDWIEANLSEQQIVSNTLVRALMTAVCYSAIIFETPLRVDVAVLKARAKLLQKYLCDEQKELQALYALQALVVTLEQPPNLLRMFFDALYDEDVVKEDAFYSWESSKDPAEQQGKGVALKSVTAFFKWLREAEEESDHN
# An asterisk follows results filed as active; · = no result given; [ ] = dose if it differs, or a comment.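 How the source made its calls, unless noted: active means inhibition above about 30% (limit read from the data); inactive means the rest.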 Not a hit list, and some 4.7% of all compounds hit somewhere here.
entry	thrombin 1536	Rad51 HR inh	p47phox inh	Furin inhibitor	14-3-3 Bad PPI	KCC2 mod	hK5 inh	EBV gp42 block	eIF4E 4G PPI	molecule
1	-3	4	9	-12	-2[fluorescence artefact?]	-0.48	-11	-14	7[fluorescence artefact?]	COc1cc(CCC(=O)OCC(=O)Nc2cccc(S(=O)(=O)N(C)C)c2)cc(OC)c1OC
2	5	-1	-4	7[20 µM]	-4	0.18	4	-6	-4	CCOC(=O)CSc1cc(C(F)(F)F)nc(-c2ccccn2)n1
3	1	3	-7	-27	8	-1.7	0	-18	-5	COCCN(C(=O)Cc1cccs1)c1nnc(-c2cccnc2)s1
4	-3	-64	19	-16	1[fluorescence artefact?]	-0.98	2	-10	2	COc1ccc2nc(SCC(C)=O)c(C#N)cc2c1
5	-5	-19	7	-4	3	-0.84	-3	0	7	Cc1oc(C(C)(C)C)cc1C(=O)N1CCN(C(c2ccccc2)c2ccccc2)CC1
6	-1	0	-4	-5	3	28*	-25	-9	-1	c1ccc(CSC2=NNC(c3ccccn3)S2)cc1 (stereo unspecified)
7	2	·	-4	-26	2	-1.5	-2	-8	4	COc1ccccc1-c1cc(C(=O)Nc2cccnc2)no1
8	5	-10	0	0[20 µM]	-1	0.68	7	-14	-2	CNC(=O)c1ccc(-n2nc(C)cc2-c2ccccc2)cc1
9	-1	-2	4	-18	15	·	7	-5	3	CCOc1cccc(CNCCSc2nnnn2C)c1
10	-3	·	-8	-28	-6	-0.97	-3	-7	-2	O=C(Nc1ccccc1C(F)(F)F)c1ncn[nH]1
11	-9	0	-6	-9	3	0.23	-2	1	-2[fluorescence artefact?]	Fc1ccc(N2CCN(/C=C/c3nnnn3-c3ccccc3)CC2)cc1
12	-10	-7	-17	-11	4[fluorescence artefact?]	-0.52	-14	-2	1[fluorescence artefact?]	CCCC(=O)Nc1cccc(NC(=O)c2ccc(C)c([N+](=O)[O-])c2)c1
13	-3	-5	-3	-22	1	0.055	-13	-6	3	O=[N+]([O-])c1cc(-c2ncccn2)cs1
14	2	12	2	-17	-6[fluorescence artefact?]	-0.28	3	-23	-9[fluorescence artefact?]	CCCC(=N)C1=C(O)CC(CC(C)SCC)CC1=O (stereo unspecified)
15	-4	0	1	-15	4	·	1	-4	-2	Cc1ccc(C(=O)OC2CCN(c3ccc([N+](=O)[O-])cc3)CC2)cc1
16	0	8	-10	-16	-4	-0.41	2	-15	-12	Cc1c(Cl)cccc1NC(=O)CC1SCCNC1=O (stereo unspecified)
17	4	·	-5	-14[20 µM]	-11[fluorescence artefact?]	0.76	3	-25	8	O=C(Nc1ccc(N2CCOCC2)cc1)c1cccc(S(=O)(=O)N2CCCCC2)c1
18	-2	-3	-10	-35	2	-0.48	-4	-7	3[fluorescence artefact?]	Cc1ccc(NC(=O)N2CCCC2C(=O)NCCc2ccccc2)cc1 (stereo unspecified)
19	2	-9	0	-27	-2	0.23	-2	-11	1[fluorescence artefact?]	COC(=O)c1cnn2c(C)c(Cc3cccc(F)c3)c(C)nc12
20	5	26	-12	-19	10	0.6	1	2	0	c1ccc(-c2ncc(CN3CCN(c4ccccn4)CC3)[nH]2)cc1
21	-6	6	-11	-10	-3	0.13	-23	-46	5[fluorescence artefact?]	CCN(C(=O)COC(=O)CNC(=O)c1ccc(C)c(C)c1)C1CCS(=O)(=O)C1 (stereo unspecified)
22	7	-12	-77	1	-19[fluorescence artefact?]	-0.018	2	-156	7	CCCCC1(C)OC(=O)C(=Cc2ccc(N(C)C)cc2)C(=O)O1 (stereo unspecified)
23	4	-4	-5	-28	-1[fluorescence artefact?]	·	-16	-22	-13[fluorescence artefact?]	CCCn1nc(-c2nnc(-c3ccc(C)c(C)c3)o2)c2ccccc2c1=O
24	-9	16	-14	-11	6	1.9	20	-12	7	CCCCc1nc2sc3c(SCCN(C)C)ncnc3c2c2c1CCC2
25	0	·	-21	-20	-12[fluorescence artefact?]	0.46	2	-13	3	CCC(=O)Nc1cccc(NC(=S)NC(=O)c2ccc(Cl)cc2Cl)c1
26	3	6	-9	-2[20 µM]	13	-0.81	-5	-25	3	CCOc1cc(/C=N/NC(N)=O)cc(Br)c1OCC(=O)Nc1ccccc1C
27	-1	-1	-14	-22[20 µM]	14[fluorescence artefact?]	0.57	-8	-16	1[fluorescence artefact?]	COC(=O)CCCCC(=O)C1C(=O)CC(C)(C)C(C(=O)OC)C1=O (stereo unspecified)
28	2	-4	-15	0	1[fluorescence artefact?]	-0.024	13	1	0[fluorescence artefact?]	O=c1/c(=C/c2ccc(CNS(=O)(=O)c3ccccc3)o2)sc2n1CCN=2
29	-2	-2	-18	5[20 µM]	3	·	4	-13	7	CN(C)C(=O)N1CCN(C(=O)c2ccccc2Sc2ccccc2C#N)CC1
30	-2	-106	-5	-21	-3	0.057	0	-2	1	OCCC#Cc1ccc(CN2CCN(Cc3ccsc3)C(CCO)C2)cc1 (stereo unspecified)
31	9	·	3	-11	-2	-0.073	-2	-4	-2	CC(=O)Nc1ccc(NC(=O)Nc2ccc(C)cc2C)cc1
32	-1	-42	-2	-4	35[fluorescence artefact?]	0.18	-5	64*	-33	CCOC(=O)Cn1c2ccc(OC)cc2c2nc3ccccc3nc21
33	-2	-12	-6	-23	2	-0.099	4	-11	0	COCCSc1ccccc1C(=O)Nc1ccc([N+](=O)[O-])cc1OC
34	-2	·	·	-30	5	1.4	-5	-10	1	S=C(Nc1ccccc1Cl)NC1CCC(NC(=S)Nc2ccccc2Cl)CC1 (stereo unspecified)
35	-1	·	-16	-71	-3[fluorescence artefact?]	-0.31	-7	-19	-5[fluorescence artefact?]	COc1cc2cc(C(c3nnnn3Cc3ccc(F)cc3)N3CCCCCC3)c(=O)[nH]c2cc1OC (stereo unspecified)
36	-5	·	12	-7	6	1	·	21	0	CCc1ccccc1Nc1nc2ccccc2n1C(C)C
37	-2	-3	2	-12	5	-0.2	-6	-8	3	COc1ccc(CNC(=O)OCCN2CCN(S(=O)(=O)c3ccc(C)cc3)CCC2=O)cc1
38	3	1	-10	-18[20 µM]	10	-0.53	-12	-24	-1[fluorescence artefact?]	c1ccc(-c2n[nH]c(-c3ccccn3)n2)cc1
39	0	16	-6	-30[20 µM]	5	-0.12	99*	-12	-8	CC(C)(C)c1ccc(C(=O)Nc2ccc(NC(=O)c3ccco3)cc2)cc1
40	-2	14	3	-18	-15	0.035	-8	-4	13	Cc1nc(C)c(C(=O)NNS(=O)(=O)c2ccc([N+](=O)[O-])cc2)s1
41	-2	15	-12	-13	-10	·	-12	-10	3	O=C1C(=O)N(CCc2c[nH]c3ccccc23)C(c2cccnc2)/C1=C(/O)c1ccccc1 (stereo unspecified)
42	-7	2	3	-14	6	0.68	-4	1	9	O=C(N/N=C/C(Br)=C/c1ccccc1)c1cccs1
43	-5	1	-8	-28	-4	-2	-3	-8	2	O=C(O)C1=C[C@H](c2ccc(F)cc2)C[C@H](OCCCCO)O1
44	-6	5	-5	-7	-7	-0.46	-7	-10	2	CCOC(=O)C1=C(CN2CCCCCC2)NC(=O)NC1c1ccc2c(c1)OCO2 (stereo unspecified)
45	2	0	-7	-162	4	-0.44	-13	-14	2	CC(=O)Oc1ccc2ccc(=O)oc2c1
46	1	·	-5	-19	-1[fluorescence artefact?]	0.55	-16	-12	-2[fluorescence artefact?]	COc1ccc(/C=N/S(=O)(=O)CCc2ccccc2)c(OC)c1
47	1	-27	-2	-13	9	-0.65	-11	2	3	Cc1cc(C)c(NC(=O)CN2C(=O)NC(CCc3ccccc3)C2=O)c(C)c1 (stereo unspecified)
48	·	-6	-31	-20	41	-0.62	-6	-23	13	O=C1/C(=C\c2ccc(O)c(O)c2)C(c2ccccc2)=NN1c1ccccc1
49	4	20	7	-13	-9	·	·	-5	1	CN(C)S(=O)(=O)N1CCN(c2ccc([N+](=O)[O-])c(N3CCCCC3)c2)CC1
50	-1	0	-4	-11	-7	0.35	6	5	-1	Cc1cc(-c2nn(-c3ccccc3F)cc2CNCCc2cnccn2)c(C)s1

# (listing goes on)
entry	thrombin 1536	Rad51 HR inh	p47phox inh	Furin inhibitor	14-3-3 Bad PPI	KCC2 mod	hK5 inh	EBV gp42 block	eIF4E 4G PPI	molecule
51	-10	3	2	-1	-6	0.39	5	-8	1	OCCC1CN(Cc2cn[nH]c2C2CCCCC2)CCN1C1CCCCC1 (stereo unspecified)
52	-7	18	-1	-26	-9	0.12	0	-18	14	COc1cccc(NC(=O)N2CCCC2C(=O)NCc2ccccc2)c1 (stereo unspecified)
53	5	2	-11	-7	-4	·	-17	1	5[fluorescence artefact?]	COc1ccc(Cl)cc1C(=O)Nc1ccccc1N1CCN(C(=O)C(C)C)CC1
54	-4	7	-3	-7	1	0.24	-4	-9	1	CN(C)C(=S)SCCn1c(N)nc(N(C)C)nc1=O
55	-4	·	-1	3	11	18*	-7	-22	0	CCOC(=O)c1c(N/N=C/c2ccncc2)n[nH]c1C
